Assay outcomes: PubChem BioAssay, Sanford-Burnham Center for Chemical Genomics
NLRP3 yeast inh = inhibitors of NALP3 inflammasome in yeast | 330,000 tested, 0.39% active | inhibition, % at 10 µM | Yeast reconstituted NLRP3/ASC/caspase-1, beta-gal luminescence, 24 h | AID 2825;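 active = inhibition of 50% or more; inactive = inhibition below 50%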;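 also: plate controls were induced DMSO wells for no effect and uninduced yeast grown without galactose for full effect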
UPR XBP1 act = adaptive UPR (XBP1) activation. CHO-XBP1 luciferase reporter, IRE1-XBP1 UPR activation, luminescence; percent of tunicamycin response, DMSO as zero. activation, % at 20 µM. 330,000 tested, 0.33% active;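 active = versus positive control, 20 µM dose yields 30% or more activation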;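 also: 100% = tunicamycin at 10 µg/mL and 0% = DMSO only wells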
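Material: CHO cell line with stable XBP1 luciferase reporter; schedule: 16-18 h cell attachment at 37 °C, then 6 h compound exposure; signal: glow luminescence from Steady-Glo reagent; medium: serum-containing F12 medium, 10% FBS; benchmarks: tunicamycin 10 µg/mL and vehicle-only wells; read-out: percent activation relative to tunicamycin reference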
TIM10 inh = growth inhibitors of TIM10 yeast strain; S. cerevisiae TIM10 strain growth, BacTiter-Glo luminescence, 24 h; inhibition, % at 10 µM; 330,000 tested, 1.4% active;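 active = inhibition of 40% or more at the single tested concentration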;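 also: wild-type TIM10 isogenic control strain grown at permissive 25 °C; 0% = DMSO yeast wells and 100% = minimal medium wells without yeast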
CHOP UPR activ = activators of apoptotic arm of unfolded protein response (CHOP); CHO-CHOP luciferase reporter, UPR activation, luminescence; percent of tunicamycin response over DMSO baseline; activation, % at 10 µM; 330,000 tested, 0.34% active;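 active = at 10 µM dose, activation of 40% or more, normalized to positive control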;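 also: 100% = tunicamycin at 10 µg/mL and 0% = DMSO alone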
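Test system: CHO CHOP reporter cells. Input: 500 CHO-CHOP cells per well. Medium: F12 with 10% FBS. Technique: luciferase luminescence. Measure: percent activation relative to tunicamycin control. Dosing: 10 µM compound, 0.5% DMSO. Timing: 16-18 h cell attachment, then 6 h compound exposure, 37 °C.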
GRIN3A LBD mod = modulators (binders) of human NR3A ligand-binding domain | NR3A LBD differential scanning fluorimetry, Tm shift; 0% = protein alone, 100% = glycine-bound protein | Tm shift relative to glycine control, % at 25 µM | 340,000 tested, 2.5% active | AID 1259313;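 active = melting temperature shift of at least 10% of the positive control shift, at one fixed dose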
tim10-1 inh = inhibits growth of tim10-1 mutant yeast; AID 463190; 330,000 tested, 2.2% active; inhibition, % at 20 µM; S. cerevisiae tim10-1 ts strain growth, BacTiter-Glo, 24 h;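 active = inhibition of at least 40%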;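 also: mutant grown at 25 °C; 0% = DMSO wells with yeast and 100% = wells holding no yeast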
Mdm2-MdmX inh = human Mdm2/MdmX binding inhibition; O15151+Q00987; SaOS-2 split-luciferase Mdm2/MdmX complementation, luminescence; 330,000 tested, 3% active; inhibition, % at 8 µM;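 active = inhibition of at least 50% at 8 µM in the primary screen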
APJ ag = APJ receptor agonism; CHO-K1 APJ PathHunter beta-arrestin, luminescence; 0% DMSO wells, 100% apelin; activation, % at 20 µM; 330,000 tested, 0.11% active;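 active = activation more than six SD over the plate average, tested at 20 µM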;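 also: 0% = DMSO alone and 100% = apelin-13 at 10 nM; some results filed as inactive read as strong as hits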
Target sequence (P35414 whole entry, looked up): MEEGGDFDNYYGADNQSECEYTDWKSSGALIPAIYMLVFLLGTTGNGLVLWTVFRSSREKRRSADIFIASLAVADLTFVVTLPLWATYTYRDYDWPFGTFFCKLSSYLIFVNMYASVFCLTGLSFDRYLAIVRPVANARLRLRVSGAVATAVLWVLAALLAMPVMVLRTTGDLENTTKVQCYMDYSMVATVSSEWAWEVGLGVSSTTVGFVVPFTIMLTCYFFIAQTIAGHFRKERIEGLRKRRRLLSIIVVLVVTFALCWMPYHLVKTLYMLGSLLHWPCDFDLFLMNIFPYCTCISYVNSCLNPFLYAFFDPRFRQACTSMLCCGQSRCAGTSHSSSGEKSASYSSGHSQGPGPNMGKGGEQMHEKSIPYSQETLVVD
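Test system: CHO-K1 APJ beta-arrestin complementation cell line. Amount: cell density 1000 per well. Controls: DMSO negative, 10 nM Apelin-13 positive. Signal: luminescent beta-gal fragment complementation, chemiluminescent substrate. Read-out basis: agonist-driven arrestin binding to APJ. Timing: compound stimulation 90 min at 25 °C, detection 60 min.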
tim23-1 inh = tim23-1 yeast growth inhibition. 330,000 tested, 1.3% active. S. cerevisiae tim23-1 growth, BacTiter-Glo luminescence, 24 h. AID 463212. inhibition, % at 20 µM;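 active = growth inhibition of the mutant yeast at or above 50%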;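 also: temperature-sensitive mutant grown at 25 °C; plate controls were DMSO-treated mutant yeast for no effect and medium wells lacking yeast for full effect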
An asterisk follows results filed as active; . = no result given. Random draw from the library; overall some 8.2% were active at least once.

canonical_smiles	tim10-1 inh	NLRP3 yeast inh	CHOP UPR activ	tim23-1 inh	UPR XBP1 act	GRIN3A LBD mod	APJ ag	Mdm2-MdmX inh	TIM10 inh
COc1cc(-c2nc(S(=O)(=O)c3ccc(C)cc3)c(N(C)C)o2)cc(OC)c1OC	12	-14	0.0	5	5	0	5	44	12
COc1ccc([C@@H]2[C@@H]3C(=O)N(C(C)(C)C)C(=O)[C@@H]3[C@]3(Cc4ccccc4)C(=O)N(c4cccc(Br)c4)C(=O)N23)cc1	11	-3	3.1	22	1	1	-3	38	15
Cn1ccnc1C(=O)C1CCCN(Cc2cn[nH]c2-c2ccc(-c3ccccc3)cc2)C1 (stereo not given)	18	4	-0.1	19	1	1	3	19	14
CC1(C(=O)NNC(=O)c2cccc([N+](=O)[O-])c2)CC1(Br)Br (stereo not given)	-11	-2	-0.6	2	-4	-1	1	18	-1
COc1ccccc1Nc1ncccc1[N+](=O)[O-]	-10	34	1.6	4	0	-3	-2	-21	-7
CC1=C(C#N)C(NC(=O)c2cccc(Cl)c2)(C(F)(F)F)C(=O)N1 (stereo not given)	-2	6	0.8	-2	-1	-1	.	3	-11
CSc1ccc(S(=O)(=O)N2CCC(C(=O)NCCc3ccccc3)CC2)cc1	-5	14	0.4	-10	-6	1	-1	10	-4
COc1cc(C(=O)NC(C)C2CC3CCC2C3)ccc1OC(F)F (stereo not given)	-4	7	-1.1	22	-3	0	-2	-3	-9
CCOc1ccc(NC(=O)c2cccc3c2C(=O)N(CC2CCCO2)C3)cc1 (stereo not given)	26	10	2.0	25	2	-1	3	11	1
COc1ccc(CNC(=O)N2CCN(c3cccc(Cl)c3)CC2)cc1OC	-5	15	0.3	11	-1	0	-2	-12	-33
O=C(Nc1ccc(Oc2ccccc2)nc1)C1CCN(Cc2ccco2)CC1	-2	7	-0.1	-6	-2	0	3	-10	-20
O=C(CSc1cccc[n+]1[O-])c1ccc(-c2ccccc2)cc1	32	10	4.0	39	4	1	-4	-40	42*
CN1C(=O)CSc2ccc(NC(=O)NCc3ccc(F)cc3)cc21	2	4	-1.2	6	-2	-4	2	26	8
COc1cccc(NC(=O)NC2CCCCC2C)c1 (stereo not given)	25	18	-1.4	16	-2	-1	-1	11	13
COc1ccc(NC(=O)N/C=C/c2ccco2)cc1	2	12	1.0	8	-2	-1	0	11	5
O=C(CSc1nnc(CNc2ccc(F)cc2)n1Cc1ccco1)NC1CC1	9	4	-0.8	6	0	5	0	-3	-3
CCOC(=O)c1c(C)[nH]c(C(=O)OCC(=O)N2CC(C)OC(C)C2)c1C (stereo not given)	12	-3	-1.1	7	1	0	-10	-8	-7
COc1cccc(NC(=S)NNC(=O)Cn2nc([N+](=O)[O-])cc2C)c1	-12	9	-1.7	1	-1	0	-5	-33	-15
Cc1ccccc1C(=O)N1CCC(n2nccc2NC(=O)CCOc2ccccc2)CC1	-7	0	1.7	-12	-2	1	-5	0	-6
Cc1ccccc1C(=O)OCC(=O)N(C)c1ccccc1	52*	5	0.4	37	-4	0	0	9	16
O=C(COc1cccc(C(F)(F)F)c1)Nc1ccc(S(=O)(=O)N2CCCCC2)cc1	43*	19	2.2	33	-4	-1	8	15	45*
COC(=O)c1ccccc1NC(=O)C1CCCN(c2nnc(-n3cccc3)s2)C1 (stereo not given)	27	14	0.6	27	0	0	0	-17	13
CCOC(=O)C1=C(C)N=C2SC(C)C(=O)N2C1c1ccccc1 (stereo not given)	19	0	1.2	-1	-3	0	-1	10	16
COc1ccc2cc[nH]c2c1	14	-6	0.4	-6	-1	-3	-2	15	0
CC1(C)CN(C(Cc2ccccc2)C(N)=O)C1=O (stereo not given)	-4	15	0.8	-1	-4	0	-1	26	-2
COc1cc2nc(NC(=O)c3ccccc3)sc(=O)c2cc1OC	16	22	-1.4	5	1	42*	-2	12	3
Fc1ccc(Oc2nnnn2-c2ccccc2)cc1	10	-5	-1.6	4	3	1	-2	-4	3
COc1cc(/C=C2\SC(=S)N(CCC(=O)Nc3cccc(O)c3)C2=O)cc(OC)c1OC	11	35	11	14	-1	8	3	12	7
COc1ccc(CNC(=O)CN(c2ccc(OC)cc2)S(=O)(=O)c2c(C)nn(C)c2C)cc1	9	2	-1.3	-13	-3	-4	1	10	8
CCCNC(=O)C1CC(c2ccccc2[N+](=O)[O-])=NO1 (stereo not given)	-5	18	-0.2	-7	0	1	0	3	-3
O=C(CCS(=O)(=O)c1ccccc1)OCc1ccc([N+](=O)[O-])cc1	-6	-4	-0.8	4	-3	1	-5	16	-6
CC(=O)Nc1cccc2ncccc12	6	-7	1.3	1	0	-3	-3	13	10
O=C(COC(=O)c1cc([N+](=O)[O-])ccc1N1CCOCC1)Nc1c(Cl)cccc1Cl	11	16	-0.6	18	-3	2	-8	35	5
Cc1csc(SCc2nc3scc(-c4ccccc4)c3c(=O)[nH]2)n1	24	2	0.9	22	1	1	-1	-1	25
c1ccc(CNCCN2CCNCC2)nc1	2	8	8.0	-27	-2	1	4	15	-13
Cc1ccc(Cl)cc1NC(=O)[C@@H]1CCC(=O)N1C1OC(=O)c2ccccc21 (stereo not given in full)	4	-8	0.3	1	-2	-1	-1	-21	4
O=S(=O)(c1ccc(F)c2ccccc12)N1CCCCC1	-22	33	-3.3	1	-3	1	0	13	-33
Cc1cccc(NC(=O)COC(=O)CN2CCCCCC2=O)c1C	6	9	-0.1	9	-1	2	-3	-18	-7
O=C(O)c1ccc(CS(=O)(=O)c2ccc(Br)cc2)cc1	-11	9	-0.2	-9	-5	-1	0	-2	-11
CC(C)Oc1ccc(OCCn2c(=S)[nH]c3c(N)ncnc32)cc1	8	11	0.1	23	2	-4	-2	17	11
CC(NC(=O)c1cccs1)C1CCCO1 (stereo not given)	-15	8	2.4	2	-5	0	-3	17	7
S=C1NCN(Cc2ccco2)CN1	-5	-4	-0.1	1	0	2	-2	9	-5
CCCCn1c(N)c(N(C(=O)CSc2nnnn2-c2ccccc2C)C2CCCC2)c(=O)[nH]c1=O	0	25	0.5	12	-3	-2	-5	-5	-5
CN(CCN1CCOCC1)Cc1nc(-c2ccccc2)no1	-20	5	-0.7	-6	-2	-1	-4	10	-10
CCOC(=O)c1cccc(C(=O)OCC)n1	7	6	-0.3	17	0	2	3	-20	-3
CCc1ccccc1NC(=O)Nc1cccc(F)c1	9	16	3.3	6	-1	-6	-1	29	23
CCN(CC)c1nc(Nc2ccccc2)nc(Oc2ccc(=O)[nH]n2)n1	23	16	2.3	13	-3	0	-2	10	-2
Clc1ccccc1-c1nnc2sc(-c3ccc(Br)o3)nn12	40*	8	5.1	37	0	-3	-2	3	25
COc1ccc(NC(=S)N/N=C2\CC(C)(C)Oc3ccc(OC)cc32)cc1	16	3	-0.7	7	1	3	-2	27	14
COc1cc(C2SCC(=O)N2CCc2ccc(OC)c(OC)c2)ccc1O (stereo not given)	6	4	-0.7	15	-1	-1	0	7	0
CC(NC(=O)COC(=O)c1ccc(N(C)C)cc1)c1ccccc1 (stereo not given)	9	22	0.3	14	-2	-1	-3	2	2
CC(=O)Nc1ccc(SCC(=O)NNC(=O)CN(C)S(=O)(=O)c2ccc(C)cc2)cc1	-6	17	1.1	-9	-4	-1	-7	25	-3
COc1ccccc1NS(=O)(=O)c1cc(NC(=O)c2cc(F)c(F)c(F)c2F)ccc1N1CCOCC1	10	-1	4.0	11	0	-1	-3	33	1
CC(=O)c1sc(NC(=O)COc2ccc(Br)cc2)nc1C	6	16	-3.6	-3	-1	1	-3	9	1
CN(C)c1cc[n+](CC(=O)c2ccc(Br)cc2)cc1	6	2	-1.5	0	-1	0	1	5	-26
O=C(CCCC(=O)N(CC(=O)NC1CCCCC1)c1ccccc1F)Nc1ccccn1	2	12	0.0	16	-1	0	-4	7	-8
CC(C)(C)c1ccc(Cn2ccc(-c3ccc4c(c3)OCO4)n2)cc1	38	-81	0.4	22	2	1	-4	-34	31
COC(=O)c1ccc(-c2cc(CC3(C(=O)OC)CCN(C(=O)OC(C)(C)C)CC3)on2)cc1	31	14	0.3	23	-1	1	36*	4	19
COC(=O)[C@H]1C[C@@H]1[C@H](NC(=O)OCc1ccccc1)c1ccccc1	18	8	-1.0	27	-2	2	0	-4	2
Cc1ccccc1-n1nc(C)c2c1N=C1C(Cl)=CC(Cl)=CN1C2c1ccc(C(=O)O)cc1 (stereo not given)	6	12	0.3	11	-1	-2	5	21	13

In the list so far, two have a thiophene ring, fused or not.
canonical_smiles	tim10-1 inh	NLRP3 yeast inh	CHOP UPR activ	tim23-1 inh	UPR XBP1 act	GRIN3A LBD mod	APJ ag	Mdm2-MdmX inh	TIM10 inh
Cc1csc(SCc2nc3scc(-c4ccccc4)c3c(=O)[nH]2)n1	24	2	0.9	22	1	1	-1	-1	25
CC(NC(=O)c1cccs1)C1CCCO1 (stereo not given)	-15	8	2.4	2	-5	0	-3	17	7
